ABCG2 block = human ABCG2 inhibition, ABCB1 as counter-screen. IgMXP3 cells, JC-1 efflux, flow cytometry. inhibition, % at 6.6 µM. hit rate 0.1% among 190,000. AID 1325;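 active = inhibition above 80%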;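 also: 0% = DMSO and 100% = nicardipine control wells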
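material = IgMXP3 (ABCG2) plus far-red-tagged CCRF-Adr (ABCB1) cells | amount = 3 million cells/mL, equal mix of both lines | also added = JC-1 transporter substrate | dosing = one concentration, 6.6 µM final | schedule = 10 min at 25 °C | measured by = flow cytometric JC-1 green MFI at 530 nm | read-out basis = percent efflux inhibition, scaled nicardipine 100% to DMSO 0%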
Bfl-1 Bim block = disrupts Bim binding to human Bfl-1; Q16548; Bead-based flow cytometry, Bim-Bfl-1 binding inhibition; inhibition, % at 10 µM; hit rate 0.12% among 190,000; AID 1008;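 also: 0% = wells without compound plus tracer and 100% = blocker peptide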
Bcl-B Bim block = inhibitors of Bim-Bcl-B interaction, human. bead-based flow cytometry, Bim peptide-Bcl-B binding. inhibition, % at 10 µM. hit rate 0.073% among 190,000. AID 951;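 also: 0% = tracer peptide without compound and 100% = reference inhibitor peptide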
Target sequence (Q9HD36 whole entry, looked up): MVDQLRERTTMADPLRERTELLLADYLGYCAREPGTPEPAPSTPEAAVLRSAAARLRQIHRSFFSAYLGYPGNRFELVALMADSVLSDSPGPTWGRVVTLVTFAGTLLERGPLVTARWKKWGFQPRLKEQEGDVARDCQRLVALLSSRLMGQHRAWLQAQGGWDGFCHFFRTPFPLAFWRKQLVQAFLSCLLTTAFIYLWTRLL
Bim-Bcl-2 = disrupts Bim peptide binding to human Bcl-2 | P10415 | hit rate 0.06% among 190,000 | AID 950 | inhibition, % at 10 µM | Bead-based flow cytometry, Bim peptide-Bcl-2 binding; in the data active = inhibition above about 40%; inconclusive = no clear call, values can overlap the other calls;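 also: 0% = no compound wells with probe peptide and 100% = reference peptide inhibitor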
RGS4-Gao reg = modulates binding of RGS4 to human Galphao; Multiplexed bead flow cytometry; actives lie on both sides; P09471; binding response (% of control), % at 10 µM; hit rate 0.33% among 220,000; in the data active = binding response below about 49% or above about 150%; inactive = in between;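 also: fluorescent Galphao activated with aluminum fluoride binding bead-coupled RGS4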
Target sequence (P09471 whole entry, looked up): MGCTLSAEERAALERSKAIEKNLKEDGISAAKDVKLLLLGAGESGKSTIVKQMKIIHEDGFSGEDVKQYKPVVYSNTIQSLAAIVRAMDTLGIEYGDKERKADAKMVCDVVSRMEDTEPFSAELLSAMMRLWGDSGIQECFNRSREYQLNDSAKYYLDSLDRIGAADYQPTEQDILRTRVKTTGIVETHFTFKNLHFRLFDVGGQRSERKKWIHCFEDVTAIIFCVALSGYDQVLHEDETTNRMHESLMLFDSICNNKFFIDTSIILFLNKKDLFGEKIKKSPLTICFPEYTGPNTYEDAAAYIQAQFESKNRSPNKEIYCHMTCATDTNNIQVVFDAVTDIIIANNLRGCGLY
Bim-Bcl-W = human Bim-Bcl-W interaction inhibition; Q92843; bead-based flow cytometry, Bim peptide-Bcl-W binding; inhibition, % at 10 µM; hit rate 0.02% among 190,000;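 also: 0% = bound tracer without compound and 100% = peptide blocker; higher means less fluorescent Bim peptide bound to Bcl-W beads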
Target sequence (Q92843 whole entry, looked up): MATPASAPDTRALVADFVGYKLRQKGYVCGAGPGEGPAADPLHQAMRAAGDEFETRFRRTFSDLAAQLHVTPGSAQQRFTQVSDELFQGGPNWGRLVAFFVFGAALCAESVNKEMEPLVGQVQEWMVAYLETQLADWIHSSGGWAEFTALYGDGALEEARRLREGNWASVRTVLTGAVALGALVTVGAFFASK
Bim-Bcl-XL = inhibitors of Bim-Bcl-XL interaction, human; Bim peptide-Bcl-XL binding, bead flow cytometry, fluorescence; inhibition, % at 10 µM; hit rate 0.04% among 190,000
Target sequence (Q07817 whole entry, looked up): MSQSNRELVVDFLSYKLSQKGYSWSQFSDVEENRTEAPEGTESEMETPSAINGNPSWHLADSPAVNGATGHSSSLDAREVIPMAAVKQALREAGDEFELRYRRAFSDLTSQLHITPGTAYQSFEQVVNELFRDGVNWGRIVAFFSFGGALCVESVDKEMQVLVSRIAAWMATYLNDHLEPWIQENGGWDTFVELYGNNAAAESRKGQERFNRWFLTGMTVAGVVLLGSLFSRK
RGS7-Gao = modulates binding of RGS7 to human Galphao | binding response (% of control), % at 10 µM | Multiplexed bead flow cytometry; actives lie on both sides | P09471 | hit rate 0.35% among 220,000; in the data active = binding response below about 49% or above about 150%; inconclusive = no clear call, values can overlap the other calls; inactive = in between;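 also: fluorescent Galphao held in activated GDP-AlF4 state binding bead-coupled RGS7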
RGS8-Gao = regulators of human RGS8-Galphao interaction | P09471 | multiplexed bead flow cytometry, RGS8-Galphao binding; actives lie on both sides | response (percent of control binding), % at 10 µM | hit rate 0.34% among 220,000 | AID 1423; in the data active = response below about 60% or above about 140%; inactive = in between;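 also: Galphao activated as the GDP aluminium fluoride complex binding bead-coupled RGS8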
ABCB1 inh = human ABCB1 inhibition, ABCG2 as counter-screen; inhibition, % at 6.6 µM; P08183; hit rate 0.067% among 190,000; CCRF-Adr cells, JC-1 efflux, flow cytometry; in the data active = inhibition above about 40%;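 also: 0% = vehicle and 100% = reference inhibitor; higher value means more JC-1 retained so stronger ABCB1 efflux block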
GSH fluor = compound fluoresces at 488/530 nm on GSH beads. GSH beads flow cytometry, compound fluorescence 488/530 nm; hits give high values. fluorescence (KMESF) at 10 µM. hit rate 0.25% among 190,000. AID 1776; in the data active = fluorescence above about 89;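 also: glutathione beads carrying GST-tagged Bcl family fusion proteins plus one bare bead set; values are compound well signal with DMSO vehicle wells as background; inactives centre near 16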
Active calls of the source: *; ? = inconclusive; nt = not tested or not shown; [ ] = remark or other dose. Rule as the data show it, unless noted: active = inhibition above about 40%.

SMILES	ABCG2 block	Bfl-1 Bim block	Bcl-B Bim block	Bim-Bcl-2	RGS4-Gao reg	Bim-Bcl-W	Bim-Bcl-XL	RGS7-Gao	RGS8-Gao	ABCB1 inh	GSH fluor
CCCCC(=O)Nc1cc(Cl)ccc1C(=O)O	3	-8	-5	-3	100	-5	-3	?	100	0.3	18
O=C(Nc1ccc(O)cc1)C1CCCO1 (stereo not given)	1	-11	-10	-1	99	0	-7	101	102	0.2	17
O=C(/C=C1\SC(=O)N(CC(=O)Nc2ccc(F)cc2)C1=O)Nc1ccc(Cl)cc1	-15	0	-5	-1	98	-2	-5	96	100	-0.6	5
COc1ccc(O[C@H]2C=C[C@@H](c3ccccc3)O[C@@H]2CO/N=C(\C)CCN2CCCCc3nc(C)c(C)cc32)cc1	-1	4	-2	0	108	-1	-1	102	119	8.5	17
N#C/C(=C(/O)COC(=O)c1cccnc1Cl)c1nc2ccccc2[nH]1	30	-5	0	0	100	-1	-2	100	100	-1.5	13
C/C(N)=C(/C#N)C(=O)COC(=O)COc1ccc(Cl)cc1	5	-7	-7	-10	108	-6	-10	105	105	0.6	37
CCOC(=O)CNC(=O)Cn1c(C)cc2ccccc2c1=O	1	-16	-5	-7	100	-8	-11	102	102	-0.1	21
O=C(COC(=O)c1ccc(S(=O)(=O)NCc2ccco2)cc1)Nc1ncc(Cl)cc1Cl	0	0	0	0	98	-1	-4	98	101	-0.1	6
C=CCn1c(COc2ccc(CC)cc2)nnc1SC/C(O)=C(\C#N)c1nc2ccccc2[nH]1	1	-12	-7	-10	93	1	-3	95	101	0.2	32
CCN1CCN(C(=S)NCCOC)CC1	15	-5	-1	1	98	3	1	104	99	1.2	11
CCN(C(=O)Cn1c(=O)n2nc(CCn3nc(C)cc3C)nc2c2ccccc21)c1cccc(C)c1	4	-10	-8	-9	102	1	-4	103	100	2.5	10
Cc1cc(C)c2nc(-c3cccnc3)cc(C(=O)NC(C)c3cnn(C)c3C)c2c1 (stereo not given)	12	-3	-2	0	99	0	-1	?	101	4.9	18
O=C(c1ccc(Cl)cc1)N(Cc1cccs1)C1CCS(=O)(=O)C1 (stereo not given)	2	-10	-7	-6	104	0	-7	104	104	0.4	16
COc1ccc(C(=O)Nc2ccc(NC(=O)c3cccs3)cc2)cc1[N+](=O)[O-]	24	-3	-3	-5	97	-13	-5	101	102	0.5	10
Cc1cccc2cncc(OCc3nnc(SC(F)F)n3C)c12	4	-2	-5	-3	100	-3	-1	101	100	1.2	13
COC(=O)C1CCN(c2ccc(Cl)nn2)CC1	10	-2	-3	-1	102	0	0	97	100	2.0	27
Cc1ccccc1N=Nc1c(C)[nH]n(C(N)=S)c1=O	6	12	-18	0	98	2	-5	107	99	-0.1	3
S=C(NCc1ccccc1)N1CCN(c2cccc(Cl)c2)CC1	6	-5	-12	-5	100	-4	-5	?	100	0.5	14
COC(=O)c1ccc(OC(=O)c2ccc(OC)cc2)c(OC)c1	2	-5	-1	0	89	1	0	91	94	0.2	19
O=C(NCc1ccccc1Cl)c1ccccc1Oc1ccccc1	34	6	-2	0	104	-4	-6	103	101	1.8	11
Nc1ncnc(N2CCc3ccccc32)c1[N+](=O)[O-]	0	-6	-7	-3	102	-5	-5	106	112	-0.3	8
CN(C)S(=O)(=O)c1ccc2c(c1)C(CC(=O)O)OC2=O (stereo not given)	-1	-11	-8	-4	106	0	-11	101	101	-0.1	39
c1ccc(Oc2cc(-c3ccccc3)nc(-c3ccccc3)n2)cc1	6	-3	-9	-6	27*	-9	-7	18*	39*	0.2	10
COc1ccc(Cn2c(=O)oc3ccc(C)cc32)cc1OC	3	1	-6	0	96	0	0	95	99	0.9	21
Cc1ccc(S(=O)(=O)Cc2cc(-c3ccc(Cl)cc3)no2)cc1	0	-4	-2	0	110	0	-5	109	109	-0.5	12
COc1ccc(C(=O)N(CC(=O)NC(C)(C)C)c2ccc3c(c2)OCCO3)cc1OC	3	-12	-4	-8	102	0	-3	100	102	0.8	16
Cc1ccc2c(C(=O)CN3CCN(C4CCCCC4)CC3)c(C)[nH]c2c1	3	-11	-6	-5	107	1	-5	105	109	1.1	17
CCN(C(=O)CSc1nnc(Nc2ccccc2)s1)C1CCS(=O)(=O)C1 (stereo not given)	-1	3	2	0	112	4	3	113	111	-0.3	12
NC(=O)CCn1c(=O)oc2ccccc21	7	0	-4	0	104	-4	2	107	102	1.6	18
NS(=O)(=O)c1ccc(CCNC(=S)NC2CCCC2)cc1	1	-8	-4	-2	96	0	0	93	99	1.0	8

Copied from the list.
CN(C)S(=O)(=O)c1ccc2c(c1)C(CC(=O)O)OC2=O (stereo not given) – RGS4-Gao reg: 106
COc1ccc(Cn2c(=O)oc3ccc(C)cc32)cc1OC – ABCB1 inh: 0.9
c1ccc(Oc2cc(-c3ccccc3)nc(-c3ccccc3)n2)cc1 – Bim-Bcl-2: -6
CCN(C(=O)CSc1nnc(Nc2ccccc2)s1)C1CCS(=O)(=O)C1 (stereo not given) – Bim-Bcl-2: 0
NC(=O)CCn1c(=O)oc2ccccc21 – Bim-Bcl-2: 0
Nc1ncnc(N2CCc3ccccc32)c1[N+](=O)[O-] – ABCG2 block: 0
Cc1ccc(S(=O)(=O)Cc2cc(-c3ccc(Cl)cc3)no2)cc1 – Bim-Bcl-2: 0

Additional records:
SMILES	ABCG2 block	Bfl-1 Bim block	Bcl-B Bim block	Bim-Bcl-2	RGS4-Gao reg	Bim-Bcl-W	Bim-Bcl-XL	RGS7-Gao	RGS8-Gao	ABCB1 inh	GSH fluor
CCCN(CCC)C(=O)CC(c1ccccc1)c1cc(C)ccc1O (stereo not given)	5	-8	-5	-5	100	0	-3	101	99	1.3	24
CN(C)CCCNC(=O)CCC1CCCCC1	4	-9	0	-5	103	-3	-4	96	98	0.3	26
CC(C)C(=O)Nc1cccc(-c2cn3ccsc3n2)c1	13	-8	-6	-7	100	1	-4	102	101	1.2	27
CC(=O)NCC1CCCN(Cc2cn(-c3ccccc3)nc2-c2ccc3c(c2)OCO3)C1 (stereo not given)	3	-3	-1	-7	101	-3	-2	100	101	0.3	10
O=C(/C=C/c1cccs1)NC(=S)NNC(=O)c1ccccc1O	-1	1	-4	-5	100	-6	-4	98	100	-2.0	69
COc1ccc([N+](=O)[O-])cc1COc1cc(C)cc2oc(=O)cc(-c3ccccc3)c12	21	-13	-12	-8	104	-1	-3	100	104	14	28
CCOC(=O)c1c(C)[nH]c(C(=O)Nc2ccc(C)c(Cl)c2)c1C	36	-4	-9	-1	104	-4	-4	106	101	4.9	11
Cc1ccc(CNC(=O)Cn2c(=O)oc3ccccc32)o1	5	-2	-4	-4	99	-3	-2	98	101	1.4	26
CC1CN(Cc2nc3c(c(=O)n(C)c(=O)n3C)n2CC(O)CO)CC(C)O1 (stereo not given)	0	-7	-1	-2	103	0	0	103	100	0.3	5
CN1CCN(C(=O)c2c(O)c3cccc4c3n(c2=O)CCC4)CC1	4	-20	-4	-14	97	0	-10	99	98	0.9	28

Among those listed so far, three have a thiophene ring, fused or not:
SMILES	ABCG2 block	Bfl-1 Bim block	Bcl-B Bim block	Bim-Bcl-2	RGS4-Gao reg	Bim-Bcl-W	Bim-Bcl-XL	RGS7-Gao	RGS8-Gao	ABCB1 inh	GSH fluor
O=C(c1ccc(Cl)cc1)N(Cc1cccs1)C1CCS(=O)(=O)C1 (stereo not given)	2	-10	-7	-6	104	0	-7	104	104	0.4	16
COc1ccc(C(=O)Nc2ccc(NC(=O)c3cccs3)cc2)cc1[N+](=O)[O-]	24	-3	-3	-5	97	-13	-5	101	102	0.5	10
O=C(/C=C/c1cccs1)NC(=S)NNC(=O)c1ccccc1O	-1	1	-4	-5	100	-6	-4	98	100	-2.0	69

Returning to the listing with the 2 entries that preceded the break.
SMILES	ABCG2 block	Bfl-1 Bim block	Bcl-B Bim block	Bim-Bcl-2	RGS4-Gao reg	Bim-Bcl-W	Bim-Bcl-XL	RGS7-Gao	RGS8-Gao	ABCB1 inh	GSH fluor
CC1CN(Cc2nc3c(c(=O)n(C)c(=O)n3C)n2CC(O)CO)CC(C)O1 (stereo not given)	0	-7	-1	-2	103	0	0	103	100	0.3	5
CN1CCN(C(=O)c2c(O)c3cccc4c3n(c2=O)CCC4)CC1	4	-20	-4	-14	97	0	-10	99	98	0.9	28
CCn1c(CN2CCN(CCO)CC2)nc2ccccc21	-5	-5	-3	-1	100	0	-4	100	101	-0.9	12
CC(=O)OC1c2ccccc2C(=O)N1c1ccccc1C (stereo not given)	-2	-8	-6	-7	101	0	-3	96	100	-2.4	19
COc1ccc2[nH]c(C)c(CCNC(=S)Nc3cc(C)cc(C)c3)c2c1	10	1	-4	-2	97	-2	-3	97	102	1.3	17
CCOC(=O)N1CCN(C(=O)c2cccn3c(=O)c4c5c(sc4nc23)CCCC5)CC1	4	-4	-6	0	95	-5	-3	?	94	1.8	17
O=C(CCl)c1ccc(Cc2ncc(C(F)(F)F)cc2Cl)s1	-1	0	-1	-3	101	-4	-2	98	100	-0.5	12
O=C1C=C(c2ccccc2)C[C@H](c2cccs2)[C@H]1n1nnc([N+](=O)[O-])n1	18	3	0	5	97	0	-1	94	97	4.1	5
COc1ccc(-c2cc(=NC(CC(C)C)C(=O)O)c3cc(C)ccc3o2)cc1 (stereo not given)	-1	-1	0	-3	100	-1	-3	97	98	-0.3	7
Cc1cccc(NC(=O)c2ccc(NC(C)c3ccccc3)c([N+](=O)[O-])c2)n1 (stereo not given)	30	-3	-4	-2	103	-1	-2	117	103	2.6	10
Cc1ccc(CNC(=S)Nc2ccc(OC(F)F)cc2C)cc1	2	-3	-8	-7	105	-6	-11	103	102	-0.1	11
CC1(C)CC(=O)C(C=NCC(N)=O)=C(O)C1	2	-17	-9	-9	147	-3	-9	149	146*[activator]	0.3	32

The final 3 records of the part above come first, to join the parts.
SMILES	ABCG2 block	Bfl-1 Bim block	Bcl-B Bim block	Bim-Bcl-2	RGS4-Gao reg	Bim-Bcl-W	Bim-Bcl-XL	RGS7-Gao	RGS8-Gao	ABCB1 inh	GSH fluor
Cc1cccc(NC(=O)c2ccc(NC(C)c3ccccc3)c([N+](=O)[O-])c2)n1 (stereo not given)	30	-3	-4	-2	103	-1	-2	117	103	2.6	10
Cc1ccc(CNC(=S)Nc2ccc(OC(F)F)cc2C)cc1	2	-3	-8	-7	105	-6	-11	103	102	-0.1	11
CC1(C)CC(=O)C(C=NCC(N)=O)=C(O)C1	2	-17	-9	-9	147	-3	-9	149	146*[activator]	0.3	32
CC(NC(=O)CCc1ccccc1)c1cc2c(cc1Cl)OCCO2 (stereo not given)	3	-2	-6	-5	100	-3	-6	100	99	nt	11
COc1ccc(OCCSc2nc(N)cc(N)n2)cc1	0	-1	-2	-2	97	-2	-1	94	100	-0.1	12
O=C(OCn1nnc2ccccc2c1=O)c1ccc(Br)o1	-2	-1	-5	-6	101	-4	-5	104	104	-0.6	15
Cn1c(=O)c2c(nc(N3CCc4ccccc4C3)n2Cc2ccc(Br)cc2)n(C)c1=O	19	-7	-10	-9	97	-3	-15	102	102	5.1	33
CCN1CCN(S(=O)(=O)c2cc(OCC(=O)NC3CCCCC3)c(C)cc2Cl)CC1	3	-19	-12	-16	99	-2	-5	96	98	1.0	35

No enrichment for hits; 1.1% or so of the library scored in one or more.
